# Source: PubChem BioAssay
# SRC1 inh: SRC1 coactivator transcriptional activity inhibitors, primary screen, cell-based, luminescence | HEK293 GAL4-SRC1 luciferase reporter | inhibition, % at 3.6 µM | AID 588354, 2011 | 360,000 compounds, 0.12% hits | Nuclear receptor coactivator 1 (Homo sapiens), Q15788;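 active = inhibition above the campaign mean plus 3 SD, with each screening campaign given its own cutoff, cut at about 60% in these data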;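 note: 0% = DMSO treated cells and 100% = gossypol at 36 µM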
# LMP1 NFkB inh: EBV LMP1-driven NF-kappaB luciferase reporter inhibitors, primary screen, cell-based, luminescence, single point. 350,000 compounds, 0.69% hits. inhibition, % at 12.5 µM. LMP1-induced NF-kappaB luciferase reporter cells; in the data active = inhibition above about 41%;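 note: 0% = neutral control wells and 100% = reference inhibitor control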
# Shn3 inh set2: reduction of Shn3 3'UTR firefly luciferase signal, primary screen, Schnurri-3 inhibitor project, cell-based, Clone20 osteoblasts, set 2 | Clone20 osteoblast Shn3 3'UTR firefly luciferase, 24 h | inhibition, % at 12.5 µM | 360,000 compounds, 0.52% hits | AID 588674, 2011;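 active = mean inhibition of at least 75% with every replicate also reaching 75%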;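 note: 0% = median of neutral control wells and 100% = pilot-screen positive control compound; some compounds past the cut are filed as inactive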
# TWEAK-Fn14 inh: inhibitors of TWEAK-Fn14 signaling, primary screen, luciferase reporter cells, uHTS; 360,000 compounds, 2% hits; TWEAK-stimulated Fn14 reporter cells, luciferase luminescence, 8 h; inhibition, % at 10 µM; in the data active = inhibition above about 50%
# TROY NFkB inh: inhibitors of TROY-driven NF-kB signaling, primary screen, Q293 LMP1-TROYcd cells, NF-kB luciferase, uHTS | Q293 LMP1-TROYcd NF-kB luciferase reporter, 4 h | inhibition, % at 10 µM | 360,000 compounds, 0.98% hits | AID 1347056, 2019;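 active = compounds whose plate-normalised and pattern-corrected inhibition of the luciferase reporter signal at the single screening dose is 50% or more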
# NCOA3 inh: SRC3 coactivator transcriptional activity inhibitors, primary screen, cell-based, luminescence. AID 588352, 2011. HEK293 GAL4-SRC3 luciferase reporter. 360,000 compounds, 0.17% hits. inhibition, % at 3.6 µM;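 active = inhibition above a per-campaign cutoff, the mean of all compounds plus 3 SD, cut at about 60% in these data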;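 note: 0% = DMSO-treated cells and 100% = gossypol-treated cells at 36 µM; higher means less SRC3-driven luciferase light from the GAL4 reporter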
# Target sequence (Q9Y6Q9 whole entry, looked up, the tested form may be a part): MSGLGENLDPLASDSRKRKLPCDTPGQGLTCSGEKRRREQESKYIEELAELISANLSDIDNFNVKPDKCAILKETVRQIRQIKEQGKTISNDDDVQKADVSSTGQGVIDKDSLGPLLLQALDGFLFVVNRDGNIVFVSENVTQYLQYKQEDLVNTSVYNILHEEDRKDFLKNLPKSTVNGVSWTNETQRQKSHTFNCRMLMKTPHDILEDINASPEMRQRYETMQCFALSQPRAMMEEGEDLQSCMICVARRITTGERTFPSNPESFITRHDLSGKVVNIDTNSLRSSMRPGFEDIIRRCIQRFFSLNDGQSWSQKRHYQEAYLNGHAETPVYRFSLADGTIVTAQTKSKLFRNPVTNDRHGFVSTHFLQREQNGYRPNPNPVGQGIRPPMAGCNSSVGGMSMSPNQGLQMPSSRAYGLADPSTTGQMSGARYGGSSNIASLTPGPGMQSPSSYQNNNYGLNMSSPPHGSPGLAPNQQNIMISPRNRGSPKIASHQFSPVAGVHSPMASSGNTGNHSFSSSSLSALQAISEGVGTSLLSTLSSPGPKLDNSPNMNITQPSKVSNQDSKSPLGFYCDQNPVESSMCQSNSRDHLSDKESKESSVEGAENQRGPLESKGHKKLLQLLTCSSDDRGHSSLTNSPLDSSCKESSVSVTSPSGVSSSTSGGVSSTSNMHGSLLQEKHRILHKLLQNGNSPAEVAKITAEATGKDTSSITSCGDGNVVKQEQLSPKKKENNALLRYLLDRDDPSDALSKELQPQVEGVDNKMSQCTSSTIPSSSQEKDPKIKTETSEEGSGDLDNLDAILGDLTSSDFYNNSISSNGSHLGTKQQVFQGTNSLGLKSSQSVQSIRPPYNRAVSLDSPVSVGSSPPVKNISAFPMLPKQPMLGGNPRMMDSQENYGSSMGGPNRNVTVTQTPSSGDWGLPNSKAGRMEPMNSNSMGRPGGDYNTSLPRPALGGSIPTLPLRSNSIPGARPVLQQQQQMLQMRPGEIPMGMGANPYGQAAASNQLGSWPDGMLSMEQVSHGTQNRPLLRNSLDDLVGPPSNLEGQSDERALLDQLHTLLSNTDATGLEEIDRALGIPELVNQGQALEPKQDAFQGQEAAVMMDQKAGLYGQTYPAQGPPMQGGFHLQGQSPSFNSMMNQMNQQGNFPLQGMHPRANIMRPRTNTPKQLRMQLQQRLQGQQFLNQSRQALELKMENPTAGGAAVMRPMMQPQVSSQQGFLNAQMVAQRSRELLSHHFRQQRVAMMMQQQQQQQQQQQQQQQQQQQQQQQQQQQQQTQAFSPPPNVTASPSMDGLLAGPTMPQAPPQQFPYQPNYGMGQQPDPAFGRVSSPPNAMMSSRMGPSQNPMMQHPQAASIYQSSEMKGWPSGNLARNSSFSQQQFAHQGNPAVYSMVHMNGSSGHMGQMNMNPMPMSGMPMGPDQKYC
# KKLEB cytotox: cytotoxicity in KKLEB CF airway cells, primary screen, cytotoxicity control for CF NF-kB inhibitor project, cell-based, uHTS, fluorescence assay plates; activity change (cytotoxicity), % at 5 µM; KKLEB CF airway cells viability, ATPlite luminescence, overnight; hits give low values; cells stimulated with P. aeruginosa culture filtrate; 360,000 compounds, 0.36% hits;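 active = corrected activity change at or below -50% at 5 µM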
# NR2F2 inh: NR2F2 transcriptional activity inhibitors, primary screen, cell-based, luciferase reporter, HEK293T, luminescence; COUP transcription factor 2 (Homo sapiens), P24468; HEK293T NGFI-A luciferase reporter; inhibition, % at 8.6 µM; 370,000 compounds, 0.7% hits; AID 686940, 2013;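 active = inhibition above a per-plate cutoff, mean inhibition of test wells between control levels plus 3 SD, cut at about 38% in these data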;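 note: cells cotransfected with COUP-TFII expression vector driving the NGFI-A reporter; 0% = median of COUP-TF2 test wells and 100% = reporter-only cells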
# NR5A2 inv ag: LRH-1 (NR5A2) inverse agonists, primary screen, cell-based, luminescence, HEK293T, StAR-luciferase reporter | Nuclear receptor subfamily 5 group A member 2 (Homo sapiens), O00482 | LRH-1 transfected, 24 h | inhibition, % at 3.6 µM | 360,000 compounds, 0.13% hits | AID 602396, 2012;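 active = inhibition above the mean inhibition of all tested compounds plus 3 SD, cut at about 73% in these data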;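 note: 0% = DMSO wells and 100% = reporter-only cells lacking LRH-1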
# TRAIL sens C8: viability loss with TRAIL in NB7+C8 cells, primary screen, TRAIL sensitizer project, cell-based, ATPlite luminescence; inhibition (viability loss, TRAIL sensitization), % at 10 µM; 360,000 compounds, 1% hits; AID 624354, 2012;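 active = compounds causing at least 50% loss of cell viability in the single-dose screen, relative to plate controls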
# CF NFkB inh: inhibitors of PAF-induced NF-kB signaling, primary screen, cell-based, GFP fluorescence, uHTS; 360,000 compounds, 0.86% hits; AID 588850, 2011; inhibition, % at 5 µM; KKLEB NF-kB-GFP reporter, GFP fluorescence overnight;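 active = at least 50% inhibition at 5 µM, scaled per plate between neutral and stimulator controls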;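 note: PAF is a Pseudomonas aeruginosa culture filtrate used as stimulus; plate controls were PAF-stimulated DMSO wells for no effect and unstimulated DMSO wells for full effect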
# * hit, by the source's call; . = no result given. A portion of the library; the hit share may differ from the screen's.
SMILES,SRC1 inh,LMP1 NFkB inh,Shn3 inh set2,TWEAK-Fn14 inh,TROY NFkB inh,NCOA3 inh,KKLEB cytotox,NR2F2 inh,NR5A2 inv ag,TRAIL sens C8,CF NFkB inh
CCc1ccc2[nH]c(=O)c(CN(CC3CCCO3)C(=S)NCc3ccco3)cc2c1 (stereo unspecified),-12.4,-8.2,.,18.9,17.3,-0.4,1.7,-2.0,-0.9,0.2,-7.4
CCNC(=S)N/N=C/c1ccccc1[N+](=O)[O-],-64.7,7.5,5.9,0.3,-25.6,6.0,-8.7,-21.4,4.2,4.2,11.7
O=C(c1cc(C2CC2)nn1-c1ccccc1)N1CCN(S(=O)(=O)c2c(F)cccc2F)CC1,2.5,6.3,-6.9,0.3,-1.0,-6.2,15.8,1.5,15.3,-0.3,-13.7
CC(C)CCOc1ccc(C2(C)NC(=O)NC2=O)cc1 (stereo unspecified),-16.7,-23.4,-12.0,-15.8,-9.9,10.6,0.4,-5.2,1.0,-12.3,5.9
CC(C)(C)Cc1c(-c2ccc(Br)cc2)nc2ccc(Br)cn12,-18.1,-7.5,-0.5,-25.1,-46.7,-10.0,-5.5,-16.7,-0.8,16.0,31.2
CCCCCC(=O)Nc1ccc(C(=O)COC(=O)CN2C(=O)NC3(CCCC3)C2=O)cc1,-9.5,-0.6,-10.6,-5.1,-8.2,-16.0,3.2,-23.3,-1.9,-21.7,-0.5
C[C@H]1CN([C@@H](C)CO)C(=O)CCCn2nncc2CO[C@@H]1CN(C)C(=O)Nc1ccc(N2CCCCC2)cc1,-0.9,4.5,-0.1,19.8,-1.7,2.6,10.4,-0.3,14.8,-5.4,-27.4
O=C(Cc1ccccc1)NC1CCN(S(=O)(=O)c2ccc(C(=O)O)cc2)CC1,3.6,-0.8,-4.8,5.5,6.3,9.2,2.2,10.5,22.6,8.2,-6.6
CN(c1ccc(OC(=O)CN2C(=O)NC3(CCCC3)C2=O)cc1)S(=O)(=O)c1ccccc1,-1.0,-6.3,4.8,10.2,3.4,-0.5,6.6,4.2,8.3,-8.2,0.7
COC(=O)COc1cccc(NC(=O)COc2ccccc2)c1,-0.3,2.9,-0.3,2.6,4.2,4.5,-5.9,-4.8,8.5,-1.5,0.1
Cc1ccc(-n2nc(C)cc2NC(=O)CC#N)cc1,-20.2,9.2,5.7,18.6,13.0,-3.7,-1.3,6.8,8.6,3.6,-5.0
CCN(CC)CCC(=O)NC(C)(C)Cc1ccc(O)cc1,7.5,-3.6,-1.8,6.9,5.9,21.6,5.9,24.3,3.1,9.6,7.6
CCN(CC)C(=O)c1ccc(C(=O)c2ccccc2)cc1,-17.7,-7.2,-9.6,8.0,-24.6,-5.2,-3.6,-10.2,16.7,-4.4,2.3
COc1ccc(CNc2nc(SCC(=O)NCc3ccco3)nc3ccccc23)cc1,5.7,-0.5,0.7,2.2,11.6,18.0,1.8,4.6,22.6,-11.7,6.1
Cc1cccc(N(CC(=O)NCc2ccco2)C(=O)CNS(=O)(=O)c2ccc(F)cc2)c1,-19.8,-6.8,-4.7,-30.9,-9.9,-4.1,4.6,4.0,-22.5,-9.7,5.1

# Single values from the list:
# Entry for CC(C)CCOc1ccc(C2(C)NC(=O)NC2=O)cc1 (stereo unspecified) under NR5A2 inv ag: 1.0
# Entry for CCCCCC(=O)Nc1ccc(C(=O)COC(=O)CN2C(=O)NC3(CCCC3)C2=O)cc1 under NCOA3 inh: -16.0

# (further entries)
SMILES,SRC1 inh,LMP1 NFkB inh,Shn3 inh set2,TWEAK-Fn14 inh,TROY NFkB inh,NCOA3 inh,KKLEB cytotox,NR2F2 inh,NR5A2 inv ag,TRAIL sens C8,CF NFkB inh
COc1ccc(S(=O)(=O)N2CCC(C(=O)N[C@@H](C)C(=O)NC3CCCC3)CC2)cc1,-6.4,7.2,-4.5,7.4,19.3,7.2,15.1,5.9,1.8,-0.4,-17.7
Cc1nnc(SCC(=O)NNC(=O)CC#N)[nH]c1=O,-11.7,-0.8,17.5,1.2,3.2,9.0,5.1,-13.7,-2.3,-12.6,-7.1
COc1ccc(CNc2nc(-c3cccnc3)nn2C(=O)c2cccs2)cc1,-3.1,4.8,-29.8,0.3,8.8,-18.2,-14.0,2.0,13.5,-13.4,6.6
CCc1cc(=O)n2[nH]c(-c3ccccc3)c(-c3ccccc3)c2n1,15.1,-21.7,-2.6,-5.1,14.9,1.5,-4.0,-7.1,1.6,18.8,22.7
COc1ccc(C[C@H]2CN3C(=NC[C@H]3Cc3ccccc3)N2CCNC(=O)c2ccc(C)c(Br)c2)cc1,-10.0,0.9,12.7,-34.3,6.2,2.1,-9.2,.,7.7,38.8,32.7
COc1ccc(CCNC(=O)COC(=O)CNS(=O)(=O)c2ccc(SC)c([N+](=O)[O-])c2)cc1,-10.3,-6.6,1.0,-12.2,1.8,8.6,9.4,1.3,-28.6,2.9,7.8
O=C(O)CCCn1cc(NC(=O)COc2cccc(Cl)c2)cn1,-8.4,-7.7,4.6,9.9,5.7,19.3,-6.9,-10.6,2.5,-15.3,-3.0
O=C(CSc1ncnc2c1oc1ccccc12)OCc1ccccc1,-9.2,-1.4,-3.7,1.1,4.0,16.1,-5.9,.,9.5,1.3,9.5
COc1ccc(C(CNC(=O)Nc2ccc(Cl)cc2)N2CCN(C)CC2)cc1 (stereo unspecified),10.4,2.4,-26.6,-21.3,-11.4,-19.4,-11.2,-11.7,-6.1,10.7,-3.3
CCOC(=O)c1c(C)n(C)c2ccc(OC(C)C(=O)OC)cc12 (stereo unspecified),-9.1,-14.7,2.4,-8.0,-22.3,-1.9,1.9,2.0,17.8,-2.2,-19.6
CC(=O)NC(Nc1nc2c(s1)CCCC2)(C(F)(F)F)C(F)(F)F,12.6,-4.6,-8.2,-9.9,-10.6,-22.5,-2.8,0.6,0.8,-5.5,5.6
CCOC(=O)c1c(CNCCN(CC)CC)n(C)c2cc(Br)c(OC)cc12,-2.6,-40.5,-4.8,-46.8,10.6,-13.9,-11.1,-17.1,-3.7,8.6,-13.6
CCOC(=O)N1CCN(C(=O)CCc2ccc(S(=O)(=O)NCC(C)C)cc2)CC1,5.9,13.6,2.9,-18.8,-19.1,16.3,6.2,21.3,0.7,-1.0,-7.2
Cc1cc(C(=O)NNC(=S)NCc2ccco2)nn1C,24.1,1.7,3.8,-9.0,-3.6,12.1,-5.8,-0.4,12.1,-8.0,7.5
COc1ccc(C2=NN(C)C(=NCc3ccccc3)SC2)cc1,-16.1,-3.9,4.5,2.2,-10.2,-15.8,10.1,4.8,-16.6,-1.1,-17.5
CN(C)N(C(=O)c1cc(-c2cccs2)nn1-c1ccccc1)C1CCS(=O)(=O)C1 (stereo unspecified),7.4,5.9,8.8,-4.7,1.1,-1.1,-4.6,-10.3,16.3,-5.2,10.3
COc1cc(C(=O)NCc2ccccc2)ccc1OC(F)F,-1.1,-3.4,-2.4,32.2,5.4,-0.2,1.4,7.2,0.3,-5.2,7.5
CCCCNC(=O)OCCNC(=O)Oc1cccc(C)c1,3.6,0.8,-12.7,2.7,11.7,16.1,5.0,4.4,3.9,-6.4,8.1
CC(C)C(=O)OCCN=C1NS(=O)(=O)c2ccccc21,6.7,0.6,8.9,-3.5,-46.1,-6.5,7.5,-1.6,14.9,3.9,10.9
O=C(NCC1CCCO1)c1ccc(NC(=O)C2CCCCC2C(=O)O)cc1 (stereo unspecified),-21.4,-9.8,2.8,2.0,8.7,-17.6,-7.5,20.4,-19.6,-7.0,3.7
Cc1ccc(S(=O)(=O)N2CC3(O)CN(C(=O)OC(C)C)N(C(=O)OC(C)C)CC3(OC(=O)Nc3c(C)noc3C)C2)cc1 (stereo unspecified),-8.4,-4.0,-54.4,-9.1,0.8,-11.6,-1.7,9.3,-13.1,-9.9,0.1
CC(C)(C)NC(=O)CC1C[C@H](C(=O)N2CCCCC2)[C@@]2(C)c3[nH]c4ccccc4c3CCN2C1=O (stereo partly specified),10.3,11.7,-34.7,1.1,-2.2,7.3,-5.4,-6.9,-5.9,-11.9,3.4
COc1ccc(-c2cc(C(=O)N3CCCC(C(F)(F)F)C3)c3ccccc3n2)cc1 (stereo unspecified),-15.2,3.2,-3.7,-18.7,-9.6,6.1,-8.0,-13.8,-15.9,14.0,18.1
Cc1ccc(-n2c(COc3c(C)cccc3C)nnc2SCC(=O)Nc2nccs2)cc1,-4.2,-1.3,-3.8,-25.4,-22.1,12.2,2.7,-17.4,-3.3,-10.7,-3.0
CCOc1ccc(N2C(=O)Nc3ccccc3C2(O)C(=O)NCc2ccccc2)cc1 (stereo unspecified),8.5,5.6,4.6,-14.0,8.4,-5.3,6.7,-3.3,9.4,7.8,-29.5
COC(=O)C1=C(O)/C(=C/c2ccc(OCC(=O)Nc3ccccc3)cc2)N=C1C,-22.7,6.0,-0.4,-11.0,-21.4,1.1,-5.2,2.5,-9.1,1.3,22.6
Cc1sc(NC(=O)c2ccco2)c(C(c2ccc(F)cc2)N2CCN(C)CC2)c1C (stereo unspecified),15.7,-6.1,-2.6,28.2,28.6,-4.8,-6.3,.,2.1,-1.5,14.9
COc1ccc(-c2cc(C(=O)NCCN3CCOCC3)no2)cc1OC,9.5,-0.1,-0.2,-0.6,-6.3,-7.6,12.5,7.8,-9.9,-9.7,-0.3
COc1ccccc1NC(=O)N1CCN(C(=O)c2ccco2)CC1,5.5,3.4,-11.1,0.2,2.3,-3.7,-2.0,-2.4,18.1,-1.8,-4.4
Cc1ccc(C(=O)N/C(=C/c2cccs2)C(=O)N2CCCCC2)cc1,1.1,1.0,-33.6,-14.7,-19.3,-31.4,7.8,-13.6,-22.1,0.6,-5.9
CN1c2cccc3cccc(c23)N(C)C1(C)C,4.2,19.4,7.6,6.1,2.5,-2.3,-4.0,5.3,39.2,-1.4,-9.9
CCOc1ccc(NC(=O)CN(C)C(=O)CCCc2c[nH]c3ccccc23)cc1OCC,9.6,-7.2,0.4,-4.6,-8.2,1.0,-21.4,-0.7,-9.8,8.4,20.4
O=C(O)Cc1sc(Nc2cccc3ccccc23)nc1-c1ccc(Cl)cc1,-25.4,0.4,-8.3,4.6,30.3,-18.4,-21.1,1.4,9.9,-14.5,2.1
O=c1c2c(nc3nc(Cc4ccccc4)[nH]n13)CCC2,-4.6,-4.3,7.3,-9.6,7.7,-4.7,8.2,14.8,3.7,2.4,-6.3
COc1ccc(NC(=O)C2C3C=CC(C3)C2C(=O)O)cc1 (stereo unspecified),-26.1,-7.2,17.3,-3.7,-1.9,6.2,0.1,-2.6,-10.6,-2.1,1.2
